M1 ag parental: counter-screen for M1 agonists: effect in parental CHO-K1 cells | 360,000 compounds, 0.48% hits | activation, % at 3 µM | AID 602248 | Fluo-8 calcium fluorescence; scaled to maximal ATP response, vehicle zero; in the data active = activation above about 15%;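 also: untransfected CHO-K1 host cells lacking M1 receptor as counterscreen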
M1 PAM parental: M1 PAM counterscreen hit in parental CHO-K1 cells | 360,000 compounds, 0.02% hits | AID 602247 | activation, % at 3 µM | ATP EC20, Fluo-8 calcium fluorescence; 0% at ATP EC20, 100% at ATP max;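 active = activation above the run cutoff, the mean activation of all test compounds plus 3 SD, cut at about 40% in these data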;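 also: peak over basal fluorescence ratio in a 140 s read after ATP addition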
TAAR1 ag: human TAAR1 agonism. 360,000 compounds, 0.99% hits. Q96RJ0. activation, % at 3 µM. CHO RD-HGA16 TAAR1, Fluo-8 calcium fluorescence; vehicle wells 0%, saturating PEA agonist 100%;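 active = activation above the mean activation of all test compounds in the run plus 3 SD, cut at about 38% in these data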
Target sequence (Q96RJ0 whole entry, looked up): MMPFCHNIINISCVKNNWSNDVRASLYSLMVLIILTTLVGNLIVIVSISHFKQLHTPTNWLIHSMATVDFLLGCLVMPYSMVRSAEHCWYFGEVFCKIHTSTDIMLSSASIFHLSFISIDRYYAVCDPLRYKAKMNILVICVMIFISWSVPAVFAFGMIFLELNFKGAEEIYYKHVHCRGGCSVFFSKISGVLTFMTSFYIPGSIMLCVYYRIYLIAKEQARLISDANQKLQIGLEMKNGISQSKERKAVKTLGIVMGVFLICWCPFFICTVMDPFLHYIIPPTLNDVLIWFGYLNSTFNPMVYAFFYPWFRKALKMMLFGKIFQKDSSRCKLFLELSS
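Assay system: CHO-derived RD-HGA16 cells with stable Gα16 and human TAAR1; timing: 17-24 h seeding, 75 min 37 °C dye, 30 min RT; read-out: % activation from peak over basal fluorescence ratio, DMSO-to-PEA scaled; measured by: kinetic Fluo-8 calcium fluorescence; benchmarks: low control DMSO, high control PEA (EC100); doses: 3 µM single concentration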
CHO-K1 Ca antag: nonselective inhibitor or artifact in parental CHO-K1 cells; inhibition, % at 3 µM; ATP-induced calcium, Fluo-8 fluorescence; 360,000 compounds, 0.6% hits;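 active = inhibition above a per-plate cutoff, the plate's mean sample inhibition plus 3 SD, cut at about 24% in these data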;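 also: 0% = DMSO plus EC80 ATP and 100% = DMSO alone without ATP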
CHRM1 agonist: human M1 muscarinic receptor agonism; P11229; CHO-K1 hM1, Fluo-8 calcium fluorescence, agonist mode; 0% DMSO, 100% acetylcholine EC100; activation, % at 3 µM; 360,000 compounds, 0.33% hits;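 active = activation above the run's mean compound activation plus 3 SD, cut at about 16% in these data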;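 also: peak over basal fluorescence ratio within a 140 s kinetic read after compound addition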
TAAR1 antagonist: human TAAR1 antagonism | Q96RJ0 | CHO RD-HGA16 TAAR1, Fluo-8 calcium fluorescence, antagonist | inhibition, % at 3 µM | 360,000 compounds, 1.5% hits | AID 624466;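 active = inhibition above a per-plate cutoff, the mean inhibition of test compounds on that plate plus 3 SD, cut at about 49% in these data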;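 also: 0% = DMSO plus EC80 beta-PEA response and 100% = DMSO alone without agonist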
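Assay system: CHO-derived RD-HGA16 cells stably expressing human TAAR1 plus Gα16. Timing: 140 s kinetic read after compound, 140 s after agonist. Technique: kinetic Fluo-8 calcium fluorescence measurement. Measure: % inhibition of agonist calcium response.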
CHO parental Ca: counter-screen: ATP calcium response change in parental CHO cells. parental CHO-K1, ATP-induced calcium, Fluo-8 fluorescence. inhibition, % at 5.6 µM. 330,000 compounds, 0.63% hits. AID 463079;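 active = inhibition above that plate's mean sample inhibition plus 3 SD, cut at about 26% in these data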;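 also: 0% = ATP-challenged DMSO wells and 100% = DMSO wells without ATP; some compounds past the cut are filed as inactive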
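Material: Parental CHO cells | Reagent: ATP | Compound dosing: Single nominal dose of 5.6 µM per compound | Detection: Intracellular calcium via Fluo-8 no-wash fluorescent dye | Read-out: % inhibition of ATP-induced calcium mobilization | Benchmarks: Low control ATP plus DMSO, high control DMSO only | Replicates: Singlicate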
OXTR potentiator: human OXTR potentiation. P30559. CHO-OTR cells, Fluo-8 calcium fluorescence, potentiator mode; 0% = oxytocin EC15, 100% = EC100. activation, % at 3 µM. 320,000 compounds, 0.061% hits. AID 2445;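 active = activation above that plate's cutoff, the mean activation of tested compounds plus 3 SD, cut at about 6.6% in these data, passing the limit was not always enough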;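 also: 100% uses oxytocin at 75 nM as the full agonist control; some results filed as inactive read as strong as hits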
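System: human OTR in CHO cells / Also added: sub-maximal oxytocin, roughly EC15 / Control set: EC15 oxytocin low, 75 nM oxytocin high / Schedule: 6 min compound pre-incubation at room temperature, 100 s kinetic read / Compound: single-point 3.0 µM / Replication: singlicate / Technique: Fluo-8 calcium dye fluorescence / Read-out basis: % activation of max/min ratio relative to oxytocin controls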
V1aR counter: counter-screen for oxytocin receptor agonists: human V1a receptor agonists; activation, % at 3 µM; 320,000 compounds, 0.25% hits; AID 2797; CHO-V1R cells, Fluo-8 calcium fluorescence, agonist mode; 0% DMSO, 100% 3 nM vasopressin;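 active = activation above the mean activation of all tested compounds plus 3 SD, per screening run, cut at about 20% in these data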;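 also: signal is peak over basal fluorescence ratio across a 100 second FLIPR read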
Target sequence (P37288 whole entry, looked up): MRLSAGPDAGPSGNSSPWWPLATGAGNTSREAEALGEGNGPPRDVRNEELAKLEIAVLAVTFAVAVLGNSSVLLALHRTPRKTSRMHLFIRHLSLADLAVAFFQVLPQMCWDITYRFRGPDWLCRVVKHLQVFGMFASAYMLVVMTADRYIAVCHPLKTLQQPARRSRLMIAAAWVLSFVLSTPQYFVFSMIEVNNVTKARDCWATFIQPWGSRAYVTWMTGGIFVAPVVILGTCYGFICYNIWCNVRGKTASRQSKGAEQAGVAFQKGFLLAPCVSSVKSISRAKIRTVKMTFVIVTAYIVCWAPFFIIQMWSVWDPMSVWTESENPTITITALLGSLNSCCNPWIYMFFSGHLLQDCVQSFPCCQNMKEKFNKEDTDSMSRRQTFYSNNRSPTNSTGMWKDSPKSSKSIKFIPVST
Starred values were filed as active, the others as inactive; nt = no result given.

The line under a structure holds: CHRM1 agonist | CHO parental Ca | TAAR1 antagonist | CHO-K1 Ca antag | V1aR counter | OXTR potentiator | M1 PAM parental | TAAR1 ag | M1 ag parental
CCN(CC)c1ccc2cc(C(=O)O)c(=O)oc2c1
 : -4.1 | -8.4 | -16.3 | 3.2 | 1.1 | -0.9 | -0.6 | 11.2 | 1.4
Cc1ccc(S(=O)(=O)NC(=S)c2ccccc2)cc1
 : 0.5 | -1.6 | -7.4 | -12.1 | 1.1 | -4.0 | 6.8 | -0.3 | 0.8
CCCn1c(NCc2c[nH]c3ccccc23)nc2ccccc21
 : -3.2 | -33.2 | -0.8 | -15.1 | 0.9 | -7.5 | -18.3 | 17.7 | 0.1
COc1ccccc1NC(=O)CC1SC(=N)N(c2ccccc2)C1=O (configuration not stated)
 : -4.2 | -15.2 | -10.7 | -7.2 | 1.0 | -22.4 | 1.5 | 1.3 | 2.0
Cc1cc(C)c(S(=O)(=O)N2CCCCC2CCNC(=O)C(=O)NCCN2CCOCC2)c(C)c1 (configuration not stated)
 : -6.1 | 0.7 | -2.7 | -8.2 | 0.7 | -6.2 | -2.9 | 1.2 | 0.9
Cc1ccc2occ(/C=C/C(=O)c3ccccc3O)c(=O)c2c1
 : -0.9 | -16.4 | -6.8 | -0.9 | 0.5 | -16.4 | 4.4 | 11.6 | 0.3
COc1cc(N=Nc2ccc3ccccc3c2)ccc1O
 : 1.3 | 5.5 | 20.7 | 8.4 | 0.7 | -7.3 | -18.7 | 1.1 | -0.2
COc1ccc(S(=O)(=O)N(C)C[C@H]2Oc3ccc(NC(=O)Nc4c(C)noc4C)cc3C(=O)N([C@H](C)CO)C[C@@H]2C)cc1
 : -3.0 | -2.0 | -1.1 | -19.9 | 0.8 | -0.9 | 21.9 | 2.9 | 2.5
Cc1ccc2nc3[nH]c(=O)[nH]c(=O)c3c(N)c2c1
 : -3.9 | nt | -1.0 | -0.2 | nt | nt | -9.0 | 1.1 | 0.5
N#Cc1nc(-c2ccc(F)cc2)oc1NCc1cccc2c1OCO2
 : -3.0 | 5.8 | -2.3 | 10.0 | 1.4 | -6.8 | 10.0 | 0.7 | 0.7
CCN(CC)CCNC(=O)COc1ccc(Cl)cc1Cl
 : -8.5 | -3.7 | -8.7 | -8.4 | 0.5 | -2.1 | 28.0 | -0.4 | 1.1
Cc1cc([N+](=O)[O-])nn1CC(=O)NCc1cccs1
 : -3.5 | -8.2 | 3.2 | -2.9 | -0.2 | 0.2 | 7.0 | 11.5 | 0.3
COc1ccc(S(=O)(=O)NCC2CCCN(C(=O)c3sccc3C)C2)cc1 (configuration not stated)
 : -1.4 | -20.4 | 10.3 | -12.2 | 0.8 | -9.0 | 16.0 | 2.8 | 2.3
CC(C)(C)c1ccc(S(=O)(=O)Nc2ccc3c(c2)COC3=O)cc1
 : -5.3 | -0.5 | 12.5 | 19.6 | 10.9 | -11.4 | -11.5 | 22.1 | 3.6
CCN(CC)CCNC(=S)Nc1ccc2nc(N3CCCC3)cc(C)c2c1
 : -9.3 | 0.5 | -0.9 | -8.0 | 0.5 | -11.0 | 7.7 | -0.7 | 0.3
COc1ccc(CCNC(=O)CC2SC(N)=NC2=O)cc1OC (configuration not stated)
 : -4.2 | -6.6 | 11.9 | 6.2 | 0.3 | -7.1 | 6.9 | 4.8 | 0.1
CCOc1ccc(C(=O)Nc2nnc(C(C)C)s2)cc1OCC
 : -1.1 | -10.3 | -2.7 | 12.0 | -0.4 | 1.2 | -0.2 | 4.6 | 0.0
Cc1ccc(C(=O)N/C(=C\c2sccc2C)C(=O)NCc2ccncc2)cc1
 : -7.4 | -9.3 | -2.1 | -1.4 | -0.9 | -4.5 | 16.8 | 2.0 | 0.6
CCOCCCNC(=O)C1CC(=O)N(CCc2ccccc2)C1 (configuration not stated)
 : -3.8 | -0.9 | -14.2 | -10.2 | 0.3 | -17.4 | 22.2 | 6.0 | 1.8
CC(=O)NCCC1CCCCN1Cc1nc(Cc2cccc(C(F)(F)F)c2)no1 (configuration not stated)
 : -7.5 | -21.8 | 4.9 | -5.0 | 0.8 | -10.0 | -0.6 | 1.8 | 14.0
CC1=C(C(=O)OCCOC(C)C)C(c2cccc3ccccc23)NC(=O)N1 (configuration not stated)
 : -2.1 | -5.5 | -24.5 | -4.9 | -1.8 | 2.8 | 14.1 | 3.1 | 3.7
CC(=O)NC(c1ccc(F)c(F)c1)c1nc(-c2ccc(C)c(C)c2)cs1 (configuration not stated)
 : -1.2 | nt | 4.1 | -8.2 | nt | nt | 10.9 | 3.6 | 0.7
CC[C@@H](C)[C@@H]1CN([C@@H](C)CN2CCC[C@H]2CN2C(N)=NC[C@H]2CC(C)C)C(=N)N1CCCC1CCCC1
 : -10.7 | -18.8 | -25.1 | -20.9 | -1.0 | -3.3 | 25.7 | 5.5 | 0.7
Cc1cc(/C=C2/SC(=S)N(c3cccc(C(F)(F)F)c3)C2=O)c(C)n1-c1cccnc1
 : 5.6 | 50.2* | nt | 35.8* | 12.9 | -11.4 | 5.0 | nt | 9.4
O=C(O)c1ccc(/C=N/NC(=O)c2ccc(NS(=O)(=O)c3cccs3)cc2)cc1
 : -5.8 | 11.4 | 3.8 | -7.1 | -0.8 | -11.4 | -11.1 | -1.9 | -0.5
NC(=O)c1cc2cc(Cl)ccc2oc1=O
 : -0.6 | -6.0 | -2.5 | 3.9 | 0.1 | -14.3 | -0.2 | 2.1 | -0.3
C=CCn1cc([N+](=O)[O-])nc1C
 : -1.3 | -0.2 | -17.0 | -8.2 | 1.0 | 1.1 | 21.8 | 2.6 | 0.6
N/C(=N\OC(=O)c1ccc(Cl)cc1)c1ccccn1
 : -4.5 | -13.7 | 3.5 | -0.8 | -1.3 | 0.3 | -6.4 | 8.8 | 0.4
COc1ccc(OC)c(-c2cc(C(=O)N3CCOCC3)no2)c1
 : -5.0 | -2.5 | -11.6 | -13.5 | -0.3 | -4.5 | 13.4 | -4.2 | 0.7
O=C(CCCC(=O)OCC(Cl)=C(Cl)Cl)Nc1cccc(F)c1
 : -6.2 | -5.5 | 1.9 | 5.7 | 1.7 | -6.4 | 13.4 | 5.4 | 1.6
CCN(CC(=O)Nc1ccc(NC(C)=O)cc1)C(=O)c1cc2c(s1)CCCCC2
 : -3.0 | 0.4 | -6.9 | 0.1 | 1.4 | -4.6 | 1.5 | 5.1 | 2.1
OC(c1ccc(-c2ccccc2)cc1)c1ncc(-c2ccccc2Cl)[nH]1 (configuration not stated)
 : 0.6 | nt | 2.2 | -9.6 | nt | nt | 23.4 | 0.3 | 2.1
CCOc1cc(/C=N/O)cc(Cl)c1OC
 : -5.5 | -14.8 | -10.4 | -11.1 | -0.7 | -0.7 | 10.4 | 16.2 | 0.0
Cc1nn(-c2ccccc2)c(C)c1NC(=O)COC(=O)c1cc(Cl)ccc1O
 : -1.5 | -4.7 | 68.3* | 7.0 | 1.5 | 2.2 | -16.5 | 18.1 | 8.1
O=C(O)/C=C/c1ccc(-n2ccnc2)cc1
 : 1.4 | -8.0 | -5.8 | -5.8 | 0.8 | -0.6 | 9.5 | -0.2 | -0.3
Cc1ccc(-c2cc(C(=O)NCCc3ccccn3)c3ccccc3n2)c(C)c1
 : -5.4 | -24.9 | 20.5 | -2.6 | 1.3 | -3.3 | -0.2 | 8.3 | 4.4
COC(=O)C1CC2(C(=O)OC)CC(C(=O)OC)(CC(C(=O)OC)C2=O)C1=O (configuration not stated)
 : -3.6 | nt | 16.1 | -12.9 | nt | nt | 16.0 | -0.6 | 0.2
COc1ccc(N(CC(=O)NCCC(C)C)C(=O)c2snc(C(=O)NC3CCCCC3)c2N)c(OC)c1
 : -5.5 | nt | -43.4 | -15.9 | nt | nt | 14.1 | 7.3 | 1.2
Cc1cc(OC(=O)c2ccc(S(=O)(=O)N(C)C)cc2)cc(=O)o1
 : -4.1 | 1.4 | 6.2 | -2.5 | -0.2 | -2.8 | 18.2 | 6.5 | 0.4
CCOC(=O)CCC(=O)OCC(=O)NC(C)C1CC2CCC1C2 (configuration not stated)
 : -3.7 | -7.5 | -17.4 | -1.9 | 5.1 | -12.1 | 1.0 | 11.4 | -0.1

One compound at a time (already shown). Screens in order: CHRM1 agonist	CHO parental Ca	TAAR1 antagonist	CHO-K1 Ca antag	V1aR counter	OXTR potentiator	M1 PAM parental	TAAR1 ag	M1 ag parental
Profile of OC(c1ccc(-c2ccccc2)cc1)c1ncc(-c2ccccc2Cl)[nH]1 (configuration not stated) : 0.6	nt	2.2	-9.6	nt	nt	23.4	0.3	2.1
Profile of Cc1cc(OC(=O)c2ccc(S(=O)(=O)N(C)C)cc2)cc(=O)o1 : -4.1	1.4	6.2	-2.5	-0.2	-2.8	18.2	6.5	0.4

New compounds follow:
The line under a structure holds: CHRM1 agonist | CHO parental Ca | TAAR1 antagonist | CHO-K1 Ca antag | V1aR counter | OXTR potentiator | M1 PAM parental | TAAR1 ag | M1 ag parental
CN1C(=O)/C(=C2\SC(=S)N(C(CCC(=O)O)C(=O)O)C2=O)c2ccccc21 (configuration not stated)
 : -1.9 | -0.3 | -5.2 | -14.0 | 0.8 | -7.1 | 14.2 | 6.2 | 0.8
COc1cc(-c2cnc3c(NC=O)cc(-c4ccsc4)cn23)cc(OC)c1OC
 : 1.9 | nt | 45.5 | -5.8 | nt | nt | 8.4 | 17.1 | 4.5
CC1CN(C(=O)CN2C(=O)c3ccccc3C2=O)CC(C)O1 (configuration not stated)
 : 1.3 | -0.7 | 11.5 | 1.4 | 0.4 | -4.5 | 5.2 | 12.7 | 0.0
COc1ccc(Cl)cc1C(=O)Nc1ccccc1N1CCCCC1
 : -6.0 | 8.8 | -28.4 | -12.6 | 0.2 | -5.5 | 23.2 | 0.3 | -0.8
Cc1nc2sccn2c(=O)c1Br
 : -4.0 | -1.2 | -15.3 | -4.1 | 0.2 | -4.8 | 10.0 | 2.1 | 0.5
CSc1nc2nc3c(cc2c(=O)n1-c1ccc(C)cc1)COC(C)(C)C3
 : -0.9 | -11.0 | -4.9 | -4.3 | 1.8 | -2.8 | 6.6 | -3.7 | 3.8
CCOC(=O)C1=C(COC(=O)/C=C/c2ccccc2)NC(=O)NC1C (configuration not stated)
 : 0.2 | -28.1 | 62.7* | -0.9 | 1.5 | -13.5 | -3.9 | 18.5 | 4.7
C=CCN1C(=O)CS/C1=N\N=C\c1cccc([N+](=O)[O-])c1
 : -9.1 | -15.7 | 10.5 | -0.9 | 0.4 | -7.5 | 18.9 | -1.0 | 0.1
